Compound activity: PubChem, National Center for Advancing Translational Sciences (NCATS)
D2 antagonist: HTS Assay for Allosteric Antagonists of the Human D2 Dopamine Receptor: Primary Screen for Antagonists; D(2) dopamine receptor (Homo sapiens), P14416; HEK293 TREx D2 cells, calcium flux, dopamine EC80; inhibition, % at 10 µM; actives 2% (n = 340,000); AID 485344, 2010; in the data active = inhibition above about 30%; also: 0% is about no effect
Target sequence (P14416 whole entry, looked up): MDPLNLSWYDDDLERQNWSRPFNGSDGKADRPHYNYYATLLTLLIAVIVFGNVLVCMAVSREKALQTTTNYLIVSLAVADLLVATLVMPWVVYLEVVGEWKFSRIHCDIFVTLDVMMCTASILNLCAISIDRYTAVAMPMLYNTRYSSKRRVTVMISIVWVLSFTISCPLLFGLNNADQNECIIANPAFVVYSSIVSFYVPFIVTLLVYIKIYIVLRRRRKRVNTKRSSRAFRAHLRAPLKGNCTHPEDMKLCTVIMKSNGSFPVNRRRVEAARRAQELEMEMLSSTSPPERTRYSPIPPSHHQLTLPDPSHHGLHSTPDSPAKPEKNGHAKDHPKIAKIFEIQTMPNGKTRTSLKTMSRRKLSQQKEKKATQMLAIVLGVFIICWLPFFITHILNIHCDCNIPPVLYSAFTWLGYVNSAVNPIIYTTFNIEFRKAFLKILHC
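Compounds are added to dye-loaded, induced HEK293 T-REx cells coupled to calcium release via D2; after a 3 min kinetic read an EC80 dopamine stimulus is given and fluorescence is recorded for 3 more min.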
D2 PAM: HTS Assay for Positive Allosteric Modulators of the Human D2 Dopamine Receptor: Primary Screen for Potentiators. D(2) dopamine receptor (Homo sapiens), P14416. HEK293 T-REx D2, calcium flux, EC20 dopamine potentiation. potentiation, % at 10 µM. actives 0.34% (n = 340,000). AID 485347, 2010;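 active = potentiation over 3 SD above the plate norm, cut at about 30% in these data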; also: 0% is about no effect
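Primary screen. Calcium kinetics in induced HEK293 T-REx D2 cells: compound pre-addition 180 s, EC20 dopamine, 180 s more.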
TRHR enhancer: qHTS for Small Molecule Agonists and Allosteric Enhancers of Human TRH Receptor: Primary Screen for Enhancers; enhancement, % at 2 µM; TRHR cells, fluo-8 calcium fluorescence, EC20 TRH enhancement; actives 0.66% (n = 360,000); Thyrotropin-releasing hormone receptor (Homo sapiens), P34981; in the data active = enhancement above about 30%; also: 0% is about no effect
Target sequence (P34981 whole entry, looked up): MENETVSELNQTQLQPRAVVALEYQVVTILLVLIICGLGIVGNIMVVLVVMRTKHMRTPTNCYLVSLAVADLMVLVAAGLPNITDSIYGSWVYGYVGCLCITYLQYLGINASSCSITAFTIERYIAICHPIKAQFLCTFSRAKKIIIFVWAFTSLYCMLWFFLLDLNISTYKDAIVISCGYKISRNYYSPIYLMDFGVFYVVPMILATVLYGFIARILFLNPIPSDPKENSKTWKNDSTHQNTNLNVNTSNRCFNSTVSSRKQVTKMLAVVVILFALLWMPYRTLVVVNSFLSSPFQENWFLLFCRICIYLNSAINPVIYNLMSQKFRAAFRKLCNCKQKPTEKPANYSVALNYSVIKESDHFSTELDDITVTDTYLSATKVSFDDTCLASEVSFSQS
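Enhancer read-out: after compound pinning and an initial kinetic agonist-mode read, an EC20 of TRH (10 nM final) was injected and fluo-8 calcium signal (Ex 480/Em 530) followed at 1 s/cycle for 100 cycles in TRHR-expressing cells.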
D1 antagonist: Antagonist of Human D 1 Dopamine Receptor: qHTS | D(1A) dopamine receptor (Homo sapiens), P21728 | HEK293 TREx D1 cells, calcium flux, dopamine EC80; stronger effect = lower value | activity change, negative = inhibition, % at 10 µM | actives 3.2% (n = 360,000); in the data active = activity change below about -30%; also: % is scaled to controls: 0 for no effect and ±100 for the full control effect
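Tetracycline-induced HEK293 T-REx cells with force-coupled D1 receptor were loaded with a no-wash calcium dye. Compound was added after a 10 s baseline and read kinetically for 180 s; EC80 dopamine was then added and calcium flux followed another 180 s.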
RXFP1 antagonist: qHTS Assay for Antagonists of the Relaxin Receptor RXFP1; Relaxin receptor 1 (Homo sapiens), Q9HBX9; HEK293-RXFP1, relaxin-stimulated cAMP HTRF, 30 min; stronger effect = lower value; activity change, negative = inhibition, % at 57.5 µM; actives 0.59% (n = 350,000); AID 1259400, 2018;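 active = activity change of -60% or lower, but not beyond a set lower limit; inconclusive = change between -60% and -40%, or beyond the set limit; inactive = change above -40%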; also: % is scaled to controls: 0 for no effect and ±100 for the full control effect
D1 PAM: Potentiators of Human D1 Dopamine Receptor: qHTS. HEK293 TREx D1 cells, calcium flux, dopamine EC20 potentiation. actives 0.036% (n = 360,000). potentiation, % at 10 µM. D(1A) dopamine receptor (Homo sapiens), P21728; in the data active = potentiation above about 30%; also: 0% is about no effect
D2 agonist: HTS Assay for Allosteric Agonists of the Human D2 Dopamine Receptor: Primary Screen for Agonists. actives 0.53% (n = 340,000). D(2) dopamine receptor (Homo sapiens), P14416. HEK293 T-REx D2 cells, calcium flux agonist mode. AID 485358, 2010. activation, % at 2 µM;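 active = activation over 3 SD above normal in the single-dose calcium agonist read, cut at about 30% in these data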; also: 0% is about no effect
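Agonism is scored from calcium flux in a force-coupled, inducible HEK293 cell line expressing D2, read kinetically for 180 s after compound addition against dopamine controls.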
D1 ag: Allosteric Agonists of the Human D1 Dopamine Receptor: qHTS | D(1A) dopamine receptor (Homo sapiens), P21728 | HEK293 T-REx D1 cells, calcium flux, agonist mode | activation, % at 2 µM | actives 1% (n = 360,000) | AID 504660, 2011; also: 0% is about no effect
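Agonism was scored from calcium flux recorded over 180 s (1 read/s) after pintool compound addition, following a 10-cycle baseline. Cells were inducible force-coupled HEK293 TREx D1, plated overnight at 30 C and loaded with no-wash calcium dye.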
TRHR ag: qHTS for Small Molecule Agonists and Allosteric Enhancers of Human TRH Receptor: Primary Screen for Agonists; AID 493084, 2011; TRHR cells, calcium flux fluo-8, FDSS agonist mode; Thyrotropin-releasing hormone receptor (Homo sapiens), P34981; activation, % at 2 µM; actives 0.18% (n = 360,000); also: 0% is about no effect
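TRHR-expressing cells loaded with fluo-8 calcium dye; 23 nL library compound pin-transferred, kinetic FDSS fluorescence (Ex 480/Em 530) recorded about 180 s for agonist-induced calcium release, before a 10 nM TRH EC20 addition for potentiator mode.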
Starred values were filed as active, the others as inactive; ? = inconclusive; / = no result given; & = joins results of further samples. Rule as the data show it, unless noted: active = activation above about 30%; inactive = the rest. This is a subset; rates above refer to the full screens.

Compound	D2 antagonist	D2 PAM	TRHR enhancer	D1 antagonist	RXFP1 antagonist	D1 PAM	D2 agonist	D1 ag	TRHR ag
COc1ccc(N=Cc2c(O)n(C)c(=O)[nH]c2=O)cc1	/	-6	0	7	2	-1	/	2	0.9
COC(=O)C1=C(c2ccccc2OCc2ccccc2)C[C@@H]2CC[C@H]1N2C(=O)NCc1ccc(Cl)cc1	-1	-3	-9	/	/	2	0.2	-1	0.3
Cc1cc2c(s1)NC(=O)CN=C2c1cccs1	22	5	4	-27	2	-11	0.1	3	-0.7
O=c1c2ccccc2nc(Cc2ccccc2)n1-c1ccccc1O	-12	-17	-1	-22	11	-7	-0.6	3	0.9
COc1ccc(Br)cc1CN1CCN(CCO)CC1	55*	-23	0	19	-13	6	0.1	4	0.0
Cc1nn(Cc2ccccc2)c(C)c1C=C1C(=O)NC(=S)NC1=O	-1	15	5	4	-4	6	-0.4	4	-0.7
Cc1cccc2c1=NC(=O)/C(=C/c1c(O)[nH]c(=O)[nH]c1=O)C=2	-19	10	7	9	-8	0	1.2	0	0.5
C=CCN1C(=O)/C(=C/c2cc(C)n(-c3ccccn3)c2C)C(=O)NC1=S	/	/	21	-4	-16	-3	/	6	-0.7
COc1ccc(CN2C(=O)CC(=O)NC2=O)cc1	7	-2	9	1	-13	1	0.1	2	1.1
COc1cc(/C=C/c2nc3ccccc3c(=O)n2-c2ccc(Br)c(C)c2)ccc1O	/	/	-12	0	-16	0	0.5	17	16
O=P(c1ccccc1)(c1nc2ccccc2s1)N1CCOCC1 (configuration not stated)	-24	2	1	21	-2	-1	-0.3	-2	0.4
COc1cc(Cn2c(N)c(C(=O)NCc3ccco3)c3nc4ccccc4nc32)cc(OC)c1OC	14	11	8	8	6	-1	0.4	4	0.0
CN(C)CCN(CC1CCCN(Cc2ccccc2F)C1)C(=O)Cc1ccccc1F (configuration not stated)	0	8	-5	9	7	-4	1.3	1	0.5
O=C1NC(=S)NC(=O)C1=Cc1ccc(Br)s1	6	2	-6	1	-23	-10	0.1	5	2.8
Fc1cccc(C2NCCc3[nH]cnc32)c1 (configuration not stated)	-2	-9	3	1	-2	0	0.6	0	1.3

6 entries from above, with values under each structure:
Every second line gives: D2 antagonist, D2 PAM, TRHR enhancer, D1 antagonist, RXFP1 antagonist, D1 PAM, D2 agonist, D1 ag, TRHR ag
> COc1ccc(Br)cc1CN1CCN(CCO)CC1
 : 55*, -23, 0, 19, -13, 6, 0.1, 4, 0.0
> Cc1nn(Cc2ccccc2)c(C)c1C=C1C(=O)NC(=S)NC1=O
 : -1, 15, 5, 4, -4, 6, -0.4, 4, -0.7
> O=P(c1ccccc1)(c1nc2ccccc2s1)N1CCOCC1 (configuration not stated)
 : -24, 2, 1, 21, -2, -1, -0.3, -2, 0.4
> Fc1cccc(C2NCCc3[nH]cnc32)c1 (configuration not stated)
 : -2, -9, 3, 1, -2, 0, 0.6, 0, 1.3
> Cc1cccc2c1=NC(=O)/C(=C/c1c(O)[nH]c(=O)[nH]c1=O)C=2
 : -19, 10, 7, 9, -8, 0, 1.2, 0, 0.5
> COc1ccc(CN2C(=O)CC(=O)NC2=O)cc1
 : 7, -2, 9, 1, -13, 1, 0.1, 2, 1.1

Next section
Compound	D2 antagonist	D2 PAM	TRHR enhancer	D1 antagonist	RXFP1 antagonist	D1 PAM	D2 agonist	D1 ag	TRHR ag
COC(=O)C1=C(N)OC(C)=C(C(C)=O)C12C(=O)N(C)c1ccccc12 (configuration not stated)	-6	6	-5	8	/	-1	1.4	3	1.7
CC(C)OP(=O)(OC(C)C)C(O)c1ccccc1F (configuration not stated)	-13	-3	9	-6	8	-10	0.5	2	0.2
O=c1c2ccccc2nc(Cc2ccccc2)n1-c1ccccc1	/	4	5	-6	-27	-2	/	3	-1.0
COc1ccc(OC)c(C(c2c(O)c3ccccc3oc2=O)c2c(C)n(C)n(-c3ccccc3)c2=O)c1 (configuration not stated)	-4	1&12	-21&0	13&3	0&6	-2&2	0.4	2&1	0.3&0.1
C=C1C(=O)O[C@@H]2C[C@@H](C)[C@@H]3C=CC(=O)[C@@]3(C)[C@@H](OC(=O)CC(=O)O[C@H]3[C@@H]4C(=C)C(=O)O[C@@H]4C[C@@H](C)[C@@H]4C=CC(=O)[C@]43C)[C@H]12	-25	-5	-2	-3	/	-4	0.2	4	0.5
CCc1c(C)nc(N)nc1N1N=C1SCCOc1ccccc1	-7	9	0	-16	-6	5	0.6	-1	-0.9
CCN(CC)C(=O)Cn1cc(/C=C2\C(=O)NC(=O)N(c3ccccc3F)C2=O)c2ccccc21	-9	0	3	5	?	-5	0.4	7	-1.0
COc1ccccc1-n1c(-c2ccccc2Br)nc2ccccc2c1=O	14	0	-1	3	-5	-1	-0.8	0	-0.9
Cc1ccc(NC(=O)CSc2nnc([C@@H](N)Cc3c[nH]c4ccccc34)o2)c(C)c1	4	-10	-11	-2	-3	-1	0.1	3	0.2
CN1CCN(Cc2c(F)cccc2Cl)CC1	3	-2	7	-11	-6	-6	0.0	5	0.5
Cc1cc(C)n2nc(SC(C)C(=O)N3CCC4(CC3)OCCO4)nc2n1 (configuration not stated)	-5	-5	5	0	4	-2	-0.3	3	0.3
Cc1cc(C(=O)CS(=O)(=O)c2ccc(F)cc2)cc(C)c1OC(=O)N(C)C	-5	18	0	0	-6	-1	-3.3	7	0.2
Cc1ccc2[nH]c3c(c2c1)CN(C(=O)CN1C[C@H]2C[C@@H](C1)c1cccc(=O)n1C2)CC3	-3	10	-7	-24	/	-2	1.1	-1	1.0
COc1ccccc1-n1c(/C=C/c2ccc(O)cc2)nc2ccccc2c1=O	/	/	39*	-30*	2	0	/	2	0.7
COC(=O)C1=C(c2cccc(OCc3ccccc3)c2)C[C@@H]2CC[C@H]1N2C(=O)NCCOc1ccccc1	12	-4	-4	-29	/	-6	0.4	5	0.8
COc1cccc(O)c1CN1CCCC(C(=O)c2sccc2C)C1 (configuration not stated)	8	-18	0	-8	1	-11	0.4	1	-1.6
Cc1ccc(N=Cc2c(O)n(C)c(=O)n(C)c2=O)cc1	-1	1	1	-1	0	-13	-0.2	14	-0.8
CCN(CC)c1ccc([N+](=O)[O-])c2cccnc12	-18	-15	-1	2	-21	2	0.4	7	-1.0
c1cc2c(cc1CN1CCNCC1)OCO2	0	-2	1	-12	-2	0	22	3	1.7
COc1ccc2[nH]c(C)c(CCNCc3cc(OC)c4c(c3)OCO4)c2c1	-1	2	-5	3	-18	-2	2.2	18	5.1
O=C1/C(=C\c2ccc3c(c2)OCO3)N2CCC1CC2	-1	-6	2	-7	24	-1	0.0	3	0.0
Cc1ccc(/C=C2\C(=O)NC(=O)N(Cc3ccccc3Cl)C2=O)o1	-19	0	-3	-25	-9	1	0.7	0	1.2
COC(=O)C(O)(c1ccc(NC(=O)NC2CCCCC2)cc1)C(F)(F)F (configuration not stated)	-7	9	5	-8	-4	-1	1.3	5	0.3
CCSP1(=S)N=C(N2CCOCC2)C(C#N)=C2CCCN21 (configuration not stated)	-19	18	5	-16	1	-1	1.1	1	0.1
C=CCn1c(O)c(C(CC)=Nc2ccc(NC(C)=O)cc2)c(=O)[nH]c1=O	0	4	5	-6	22	-1	0.2	1	0.0
CC1(C)C(C(=O)NN2C(=O)c3ccccc3C2=O)C1(C)C	-2	10	5	11	4	0	-1.2	4	-0.5
CCn1c(O)c(C=Nc2ccc(S(N)(=O)=O)cc2)c(=O)n(CC)c1=S	/	/	1	-18	-14	-1	/	5	-2.7
Cc1ccc(C(=O)C2(C)N(O)C(C)C(c3cccs3)=[N+]2[O-])cc1 (configuration not stated)	10	0	-2	-8	-13	-2	-1.2	1	0.0
O=C1CN(C(=O)CN2CCCCC2)C(c2ccccc2)c2cc(Br)ccc2N1 (configuration not stated)	-12	-7	7	4	0	-5	-0.6	0	0.3
